# Assay outcomes (PubChem)
# D1 PAM: human D1 dopamine receptor positive modulation; potentiation, % at 10 µM; 360,000 tested, 0.036% active; P21728; HEK293 TREx D1 cells, calcium flux, dopamine EC20 potentiation; in the data active means potentiation above about 30%; further: 0% is about no effect
# TRHR PAM: TRH receptor (human) allosteric enhancement; P34981; TRHR cells, fluo-8 calcium fluorescence, EC20 TRH enhancement; enhancement, % at 2 µM; 360,000 tested, 0.66% active; in the data active means enhancement above about 30%; further: 0% is about no effect
#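 TRHR-expressing cells loaded with fluo-8 calcium dye were read kinetically (ex 480/em 530) during compound addition, then stimulated with an EC20 of TRH (10 nM final). Enhancement of the Gq-mediated intracellular calcium response was scored.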
# D2 antag: D2 dopamine receptor (human) antagonism | P14416 | AID 485344 | 340,000 tested, 2% active | HEK293 TREx D2 cells, calcium flux, dopamine EC80 | inhibition, % at 10 µM; in the data active means inhibition above about 30%; further: 0% is about no effect
#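 Measurement of antagonist activity uses fluorescent calcium dye in inducible HEK293 T-REx D2 cells: 10 s baseline, compound addition with 180 s read, EC80 dopamine addition with a further 180 s read.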
# D1 agonist: agonists of human D1 dopamine receptor. P21728. HEK293 T-REx D1 cells, calcium flux, agonist mode. activation, % at 2 µM. 360,000 tested, 1% active. AID 504660; further: 0% is about no effect
#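 Tetracycline-induced HEK293 TREx D1 cells, force-coupled to calcium signalling, were dye-loaded with a no-wash calcium kit. Compound was pin-added after a 10 s baseline. Fluorescence was read kinetically at 1 cycle/s for 180 s, with calcium rises flagged as agonism.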
# D1 antag: blocks dopamine activation of the human D1 receptor; P21728; HEK293 TREx D1 cells, calcium flux, dopamine EC80; active compounds read low; activity change, negative = inhibition, % at 10 µM; 360,000 tested, 3.2% active; AID 504652; in the data active means activity change below about -30%; further: on the % scale 0 is the no-effect control and ±100 the full control effect
#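 After overnight tetracycline induction at 30 C, force-coupled D1 HEK293 cells took up a no-wash calcium dye at room temperature. Compounds were added and monitored 180 s, and the response to EC80 dopamine was then recorded.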
# D2 potentiator: positive allosteric modulators of human D2 dopamine receptor; P14416; HEK293 T-REx D2, calcium flux, EC20 dopamine potentiation; potentiation, % at 10 µM; 340,000 tested, 0.34% active;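 active means potentiation over 3 SD above the plate norm, cut at about 30% in these data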; further: 0% is about no effect
#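 Tetracycline-induced HEK293 T-REx cells force-coupled to calcium signalling expressed D2; compounds were pin-added after a 10 s baseline, read kinetically 180 s, then an EC20 dopamine challenge followed with a further 180 s calcium read.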
# RXFP1 antagonist: blocks the human relaxin receptor RXFP1 | Q9HBX9 | HEK293-RXFP1, relaxin-stimulated cAMP HTRF, 30 min; active compounds read low | activity change, negative = inhibition, % at 57.5 µM | 350,000 tested, 0.59% active | AID 1259400;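 active means activity change of -60% or lower, but not beyond a set lower limit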; further: on the % scale 0 is the no-effect control and ±100 the full control effect
# Target sequence (Q9HBX9 whole entry, looked up): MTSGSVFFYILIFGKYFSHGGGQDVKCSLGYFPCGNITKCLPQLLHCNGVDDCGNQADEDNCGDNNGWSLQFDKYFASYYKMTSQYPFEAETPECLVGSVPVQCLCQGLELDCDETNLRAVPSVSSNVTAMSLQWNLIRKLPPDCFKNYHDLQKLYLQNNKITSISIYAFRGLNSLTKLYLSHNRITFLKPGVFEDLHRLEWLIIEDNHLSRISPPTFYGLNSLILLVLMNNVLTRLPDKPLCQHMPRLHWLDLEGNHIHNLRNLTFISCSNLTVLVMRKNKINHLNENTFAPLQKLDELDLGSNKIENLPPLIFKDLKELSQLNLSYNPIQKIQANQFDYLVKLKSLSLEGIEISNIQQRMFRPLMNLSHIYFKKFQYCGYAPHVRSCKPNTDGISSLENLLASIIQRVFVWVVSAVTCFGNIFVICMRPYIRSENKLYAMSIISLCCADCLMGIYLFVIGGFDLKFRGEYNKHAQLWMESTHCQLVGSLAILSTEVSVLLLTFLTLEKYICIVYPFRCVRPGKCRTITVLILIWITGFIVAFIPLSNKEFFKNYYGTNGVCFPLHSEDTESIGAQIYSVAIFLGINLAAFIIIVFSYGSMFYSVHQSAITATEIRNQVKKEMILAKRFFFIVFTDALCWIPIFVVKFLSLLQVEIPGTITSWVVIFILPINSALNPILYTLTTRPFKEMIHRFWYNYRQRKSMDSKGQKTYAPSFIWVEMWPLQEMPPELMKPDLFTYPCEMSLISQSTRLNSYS
# D2 agonist: activates the human D2 dopamine receptor | P14416 | 340,000 tested, 0.53% active | activation, % at 2 µM | HEK293 T-REx D2 cells, calcium flux agonist mode;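 active means activation over 3 SD above normal in the single-dose calcium agonist read, cut at about 30% in these data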; further: 0% is about no effect
#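 Agonism is scored from calcium flux in a force-coupled, inducible HEK293 cell line expressing D2, read kinetically for 180 s after compound addition against dopamine controls.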
# TRHR ag: activates the human TRH receptor; activation, % at 2 µM; P34981; 360,000 tested, 0.18% active; TRHR cells, calcium flux fluo-8, FDSS agonist mode; AID 493084; further: 0% is about no effect
#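 Steps: seed TRHR cells overnight; add fluo-8 no-wash Ca dye, RT 30 min–1.5 h; record 10 s baseline; pin-transfer compounds; monitor fluorescence 1 cycle/s for the agonist window. Calcium increases flag candidate agonists.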
# * hit, by the source's call; / = not tested or not shown; & = joins results of further samples. Unless noted, no stated cut-off is given here; in the data, active means activation above about 30%; inactive means the rest. Not a hit list; any-hit rate near 7.1%.
[1] COc1ccc(C2C(C(=O)c3cccs3)=C(O)C(=O)N2CCN2CCOCC2)c(OC)c1 (stereo not drawn)
[2] COC(=O)c1[nH]c2ccc(F)cc2c1NC(=O)Nc1ccc(OC)cc1
[3] COC(=O)N1CCCc2cc(S(=O)(=O)NCc3ccccc3)ccc21
[4] O=C(NCCc1ccccc1)C1CCN(C(=O)c2sccc2-n2cccc2)CC1
[5] CC1(c2cccc(Br)c2)NC(=O)N(CC(=O)Nc2ccc(S(N)(=O)=O)cc2)C1=O (stereo not drawn)
[6] Cc1ccc(SCC(=O)Nc2ccc3c(c2)C(=O)NC3=O)cc1
[7] N#Cc1ccc(C(=O)Nc2cc3nn(-c4ccccc4)nc3cc2Cl)c(F)c1
[8] CCOc1ccc(NC(=O)Cn2cncc2-c2ccc([N+](=O)[O-])cc2)cc1
[9] Cc1cc(Br)ccc1NC(=O)c1sc2ncnc(N3CCN(c4ccccn4)CC3)c2c1C
[10] Cc1cc(C)n(-c2nc3c(c(=O)[nH]c(=O)n3C)n2C(C)C)n1
Screen / compound no.	1	2	3	4	5	6	7	8	9	10
D1 PAM	-8	-6	-4	-7	-8	1	-5	-7	-6	-5
TRHR PAM	9	0	0	3	2	-5	-1	-5	-1	-2
D2 antag	2	-17	/	4	/	/	/	2	-3	6
D1 agonist	2	1	2	1	6	5	-1	2	2	7
D1 antag	1	-15	-1	12	0	-18	9	-9	-2	-5
D2 potentiator	15	5	-21	3	/	/	2	-14	-3	-6
RXFP1 antagonist	-4	-2	/	2	-2	-4	/	/	-32	3
D2 agonist	0.2	0.2	0.5	0.1	/	/	-0.7	-0.9	0.4	-0.5
TRHR ag	0.8	-0.1	-1.6	-0.1	-0.1	-1.9	-2.4	-1.0	1.8	0.2

[11] O=C(COC(=O)/C=C/c1ccccc1Cl)NC(=O)NCc1ccccc1
[12] Cc1nc(SCc2ccccc2F)c2oc3ccccc3c2n1
[13] Cc1cc(Cl)nc(Cl)c1C(=O)N1CCOCC1
[14] Cc1cc(C)c2nc(N3C(=O)C(O)=C(C(=O)c4ccco4)C3c3cccc(O)c3)sc2c1 (stereo not drawn)
[15] Cc1ccc(/C=N/NC(=O)CN2CCN(Cc3ccccc3Cl)CC2)o1
[16] CS(=O)(=O)N(CC(=O)N1CCN(c2ccccc2F)CC1)C1CCCCC1
[17] Cc1ccc(SCCNC(=O)c2ccc([N+](=O)[O-])c(C)c2)cc1
[18] N/C(=N\OC(=O)Oc1ccccc1)c1ccc(Cl)cc1
[19] COc1c(/C=N/Nc2nc(N3CCCCC3)nc(N3CCCCC3)n2)cccc1[N+](=O)[O-]
[20] CCc1ccccc1NC(=O)Nc1c(C)n(C)n(-c2ccccc2)c1=O
Screen / compound no.	11	12	13	14	15	16	17	18	19	20
D1 PAM	8	5	-3	1	1	0	-4	3	-3	-12&5
TRHR PAM	-2	-2	9	0	-3	2	-3	6	16	6&-1
D2 antag	-6	/	-13	-38	3	4	-6	8	1	5
D1 agonist	32*	8	1	10	5	6	8	3	5	1&-1
D1 antag	-11	7	-15	-9	10	-13	-9	-13	-11	6&-10
D2 potentiator	-9	-1	9	5	1	6	-1	0	-11	3&-1
RXFP1 antagonist	-1	2	-1	14	-16	-22	-19	3	-11	-3&-9
D2 agonist	0.6	1.6	-0.6	-0.2	0.1	0.5	-0.9	0.4	0.0	-1.4&0.8
TRHR ag	0.8	1.1	1.1	1.6	-0.1	0.0	-0.3	0.3	0.8	1.3&1.4

[21] Cc1cc(O)c(C2=Nc3ccccc3SC(c3ccc(Cl)cc3)C2)c(=O)o1 (stereo not drawn)
[22] O=C(NCc1ccccc1Cl)c1cc(C(=O)C2CC2)c[nH]1
[23] CN1C(=O)C(C)(C)c2cc(S(=O)(=O)N3CCN(c4cccc(Cl)c4)CC3)ccc21
[24] COCCNS(=O)(=O)c1cccn1-c1ncc(C(F)(F)F)cc1Cl
[25] O=C(COC(=O)c1cc(Cl)ccc1O)c1ccc2c(c1)OCO2
[26] CC(OC(=O)CCCNC(=O)c1ccc(Cl)cc1)C(=O)N(C)Cc1ccccc1 (stereo not drawn)
[27] COc1ccc(NC(=S)N2CCC(N(C)CC3CCCO3)CC2)cc1Cl (stereo not drawn)
[28] CCn1c(=O)cc(C(=O)OC)sc1=Nc1ccc(F)c(F)c1
[29] CC(C)(C)n1cnc(C(N)=O)c1N
[30] Cn1nnc2cc(C(=O)NCc3ccc4c(c3)OCO4)ccc21
Screen / compound no.	21	22	23	24	25	26	27	28	29	30
D1 PAM	-5	-8	-6	-1	-4	-3	-2	/	0	-2
TRHR PAM	6	-15	1	0	38*	-6	4	9	-3	0
D2 antag	/	1	-21	-1	7	3	9	-3	9	5
D1 agonist	3	10	-1	5	3	5	2	3	2	2
D1 antag	7	-8	10	-6	-16	-2	-2	-24	14	-1
D2 potentiator	/	-12	14	7	-2	19	-3	4	-4	0
RXFP1 antagonist	-7	-4	-15	1	4	2	1	-15	-18	-1
D2 agonist	/	-1.0	0.3	0.3	0.2	0.3	1.8	-0.2	1.1	0.1
TRHR ag	0.2	-1.4	-0.2	-0.1	-0.2	0.2	-0.1	0.1	0.0	0.1

[31] O=C(CCc1ccccc1)NC1C2CC3CC(C2)CC1C3 (stereo not drawn)
[32] C=CCOc1ccccc1CNc1ccccc1C
[33] CSc1nnc(C(C)(C)C)c(=O)n1/N=C/c1ccc(Cl)cc1
[34] CC(=O)Nc1ccc(C2=NN(C)C(=NCc3ccccc3)SC2)cc1
[35] Cc1cc(NC(=O)C23CC4CC(CC(C4)C2)C3)n[nH]1
[36] Cc1nn(C(C)C(=O)O)c(=O)c2ccccc12 (stereo not drawn)
[37] O=C(C1=C[C@@H](c2ccccc2)C[C@@H](OCc2ccc(CO)cc2)O1)N1CCN(Cc2ccc3c(c2)OCO3)CC1
[38] CCOC(=O)C1C(=O)CC(C)(O)C(C(=O)OCC)C1c1ccc(C)s1 (stereo not drawn)
[39] Oc1c(C(c2ccc(Cl)cc2)N2CCCC2)cc(Cl)c2cccnc12 (stereo not drawn)
[40] COc1ccc2c(c1)c1c(c(=O)n(Cc3ccccc3)c(=O)n1CC(=O)Nc1ccccc1F)n2C
Screen / compound no.	31	32	33	34	35	36	37	38	39	40
D1 PAM	-3	-7	-2	-7	2	-3	1	-1	3	-1
TRHR PAM	7	-11	1	-1	23	-9	-5	-2	0	4
D2 antag	/	-7	-2	-8	-9	-1	-9	-1	5	/
D1 agonist	-1	1	0	12	4	4	0	6	17	4
D1 antag	1	11	24	0	1	18	-7	-5	-20	13
D2 potentiator	/	-19	10	-1	25	2	-5	-1	-4	3
RXFP1 antagonist	-1	-9	-12	-28	1	0	/	-6	-12	/
D2 agonist	/	-2.0	2.7	-2.4	-1.0	1.3	-0.2	0.2	3.1	-1.1
TRHR ag	-0.5	-0.2	-0.2	-0.7	-0.3	2.0	-0.1	-0.1	3.7	-0.7

# An excerpt from above in order of length of the SMILES, highest first:
[40] COc1ccc2c(c1)c1c(c(=O)n(Cc3ccccc3)c(=O)n1CC(=O)Nc1ccccc1F)n2C
[39] Oc1c(C(c2ccc(Cl)cc2)N2CCCC2)cc(Cl)c2cccnc12 (stereo not drawn)
[36] Cc1nn(C(C)C(=O)O)c(=O)c2ccccc12 (stereo not drawn)
Screen / compound no.	40	39	36
D1 PAM	-1	3	-3
TRHR PAM	4	0	-9
D2 antag	/	5	-1
D1 agonist	4	17	4
D1 antag	13	-20	18
D2 potentiator	3	-4	2
RXFP1 antagonist	/	-12	0
D2 agonist	-1.1	3.1	1.3
TRHR ag	-0.7	3.7	2.0

# Next section:
[41] CC(=O)NC12CC3CC(C1)CC(C(=O)OCC(=O)Nc1c(F)cccc1F)(C3)C2
[42] Cc1ccc(C(=O)NCc2nnc3c(C(F)(F)F)cc(Cl)cn23)o1
[43] O=C(NCCc1ccccc1)c1cccc2c1C(=O)N(C1CCCCC1)C2
[44] CC(=O)Oc1ccccc1C(=O)Nc1ccccc1C(=O)N1CCCC1
[45] NS(=O)(=O)c1ccc(CCNC(=O)COC(=O)COc2cccc(C(F)(F)F)c2)cc1
[46] COc1ccccc1NC(=O)c1ccc(NC(=O)C2COc3ccccc3O2)cc1 (stereo not drawn)
[47] CCOC(=O)CSc1nc2c(sc3ccc([N+](=O)[O-])cc32)c(=O)n1Cc1ccco1
[48] Cc1ccc(N(C(C)C(=O)O)S(=O)(=O)c2c(C)n[nH]c2C)cc1 (stereo not drawn)
[49] CCOC(=O)c1c(-c2ccccc2)csc1NC(=O)CSc1ccccc1
[50] Cc1cccc(NC(=O)c2ccc(OC3CSC3)cc2)c1
Screen / compound no.	41	42	43	44	45	46	47	48	49	50
D1 PAM	-2	-5	0	-4	-7	-8	-13	5	-5	13
TRHR PAM	-7	-7	-5	17	-4	-1	-9	-8	3	-4
D2 antag	37*	21	-10	-3	-7	-4	8	3	-18	-15
D1 agonist	2	-1	1	2	4	6	0	4	23	1
D1 antag	-13	-12	-1	-1	5	-27	2	9	-15	8
D2 potentiator	-6	-2	10	13	9	-8	0	0	19	-18
RXFP1 antagonist	6	33	-14	0	6	-17	-3	4	/	-10
D2 agonist	0.2	-0.2	-0.2	-0.2	-0.3	-1.8	-0.2	0.0	-1.7	0.6
TRHR ag	0.7	0.0	-0.7	0.3	2.7	-0.9	0.0	0.2	-1.3	-0.2

# Among those listed so far, these contain an aryl methoxy group.
[1] COc1ccc(C2C(C(=O)c3cccs3)=C(O)C(=O)N2CCN2CCOCC2)c(OC)c1 (stereo not drawn)
[2] COC(=O)c1[nH]c2ccc(F)cc2c1NC(=O)Nc1ccc(OC)cc1
[19] COc1c(/C=N/Nc2nc(N3CCCCC3)nc(N3CCCCC3)n2)cccc1[N+](=O)[O-]
[27] COc1ccc(NC(=S)N2CCC(N(C)CC3CCCO3)CC2)cc1Cl (stereo not drawn)
[40] COc1ccc2c(c1)c1c(c(=O)n(Cc3ccccc3)c(=O)n1CC(=O)Nc1ccccc1F)n2C
[46] COc1ccccc1NC(=O)c1ccc(NC(=O)C2COc3ccccc3O2)cc1 (stereo not drawn)
Screen / compound no.	1	2	19	27	40	46
D1 PAM	-8	-6	-3	-2	-1	-8
TRHR PAM	9	0	16	4	4	-1
D2 antag	2	-17	1	9	/	-4
D1 agonist	2	1	5	2	4	6
D1 antag	1	-15	-11	-2	13	-27
D2 potentiator	15	5	-11	-3	3	-8
RXFP1 antagonist	-4	-2	-11	1	/	-17
D2 agonist	0.2	0.2	0.0	1.8	-1.1	-1.8
TRHR ag	0.8	-0.1	0.8	-0.1	-0.7	-0.9
